Source: PubChem
KLF5 inhibitor: kruppel-like factor 5 inhibition; DLD-1 KLF5 promoter-luciferase reporter, luminescence; inhibition, % at 5 µM; 0.23% of 290,000 active; AID 1700;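 active = inhibition above a per-plate limit of that plate's mean compound inhibition plus 3 SD, cut at about 60% in these data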;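 note: 0% = DMSO wells and 100% = LY294002 at 200 µM; higher means less KLF5 promoter-driven luciferase light; inactives centre near -14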
IEC-6 cytotox: IEC-6 cytotoxicity, counter-screen for KLF5 inhibitors; luminescence viability; inhibition, % at 5 µM; 0.78% of 290,000 active; in the data active = inhibition above about 22%;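 note: 0% = plate median of test compound wells and 100% = cytotoxic reference compound wells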
HSF1 inhib: HSF1 inhibition; AID 2098; NIH3T3-HGL HSE-luciferase, MG132-induced, luminescence 8 h; active compounds read low; 0.77% of 300,000 active; activity change, negative = inhibition, % at 7.5 µM (by protocol);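 active = more than half of replicate wells show activity change below -50%, luminescence cut by over half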;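 note: luciferase reports HSF-1 transcriptional activity via heat shock element; 0% = median of DMSO wells and -100% = zero luminescence signal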
GSK3B inh: human GSK3beta kinase inhibition; activity score (negative = inhibition), % at 10 µM; 0.038% of 300,000 active; AID 2097; GST-GSK3beta kinase, ADP-Glo luminescence, 60 min; active compounds read low;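 active = more than half of replicate wells score below -50%, meaning over 50% inhibition versus plate controls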;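 note: 0% = median DMSO wells and -100% = median GW8510 positive control wells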
Target sequence (P49841 whole entry, looked up): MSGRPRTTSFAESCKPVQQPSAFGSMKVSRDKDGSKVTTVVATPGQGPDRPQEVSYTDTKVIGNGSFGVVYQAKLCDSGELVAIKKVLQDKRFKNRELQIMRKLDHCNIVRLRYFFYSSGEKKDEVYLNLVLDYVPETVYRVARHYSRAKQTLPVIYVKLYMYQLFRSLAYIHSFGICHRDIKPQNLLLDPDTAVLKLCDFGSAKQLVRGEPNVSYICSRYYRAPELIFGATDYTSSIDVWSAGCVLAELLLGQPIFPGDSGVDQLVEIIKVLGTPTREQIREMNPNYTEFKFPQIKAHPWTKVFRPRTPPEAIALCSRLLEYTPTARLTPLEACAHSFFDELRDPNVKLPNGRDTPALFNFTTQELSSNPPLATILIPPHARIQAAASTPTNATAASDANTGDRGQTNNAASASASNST
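Test system – GST-tagged human GSK3beta kinase, cell-free · Incubation – 60 min enzyme reaction, room temperature · Signal – ADP-Glo luminescence · Also added – peptide substrate and ATP at 25 µM · Controls – DMSO neutral wells and GW8510 at 20 µM as positive · Buffer or medium – Tris/MgCl2 kinase buffer · Measure – Luminescence-derived activity versus plate DMSO and GW8510 wells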
DYRK1A inh: Dyrk1A (rat) kinase inhibition | Q63470 | AID 504441 | ADP-Glo luminescence, NFATc1 peptide | 0.43% of 310,000 active | inhibition, % at 12.5 µM; in the data active = inhibition above about 50%;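 note: plate controls were vehicle with enzyme for no effect and no enzyme for full effect; many of its hits are not listed in these tables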
HSP90 refold inh: HSP90 refolding inhibition in rabbit reticulocyte lysate; luciferase refolding luminescence, 3 h; inhibition, % at 5.6 µM; 0.91% of 290,000 active;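 active = inhibition above the screen-wide mean plus 3 SD, computed separately per campaign, cut at about 16% in these data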;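 note: 0% = DMSO wells and 100% = 60 µM geldanamycin wells; inhibitors lower the luminescence because luciferase stays unfolded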
Platelet DG rel: modulates dense granule release in human platelets. human platelet-rich plasma, SFLLRN dense granule ATP release, luminescence. 0.22% of 300,000 active. inhibition, %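 (compounds screened at 7.5 µM in platelet-rich plasma)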;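 active = mean replicate score, as percent of positive control, at or above 50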
GSK3A inh: human GSK-3 alpha kinase inhibition. inhibition, % at 10 µM. ADP-Glo luminescence, 60 min. P49840. 0.1% of 320,000 active. AID 2650;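 in the data active = inhibition above about 50%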;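 note: GST-tagged GSK-3 alpha with peptide substrate and 25 µM ATP; 0% = DMSO neutral wells and 100% = GW8510 positive control wells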
Target sequence (P49840 whole entry, looked up): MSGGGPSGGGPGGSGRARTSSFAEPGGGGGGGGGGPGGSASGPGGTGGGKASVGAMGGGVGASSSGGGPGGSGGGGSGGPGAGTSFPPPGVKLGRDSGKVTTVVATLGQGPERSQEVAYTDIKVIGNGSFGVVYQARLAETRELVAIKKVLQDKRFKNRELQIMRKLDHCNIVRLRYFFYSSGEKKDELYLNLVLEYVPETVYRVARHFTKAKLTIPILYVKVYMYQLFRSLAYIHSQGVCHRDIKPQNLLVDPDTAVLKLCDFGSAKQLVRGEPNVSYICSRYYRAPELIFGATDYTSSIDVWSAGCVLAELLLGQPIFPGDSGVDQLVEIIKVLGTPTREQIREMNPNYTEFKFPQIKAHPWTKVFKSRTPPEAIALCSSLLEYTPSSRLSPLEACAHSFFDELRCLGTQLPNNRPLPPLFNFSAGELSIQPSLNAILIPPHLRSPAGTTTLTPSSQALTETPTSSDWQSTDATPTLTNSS
aSyn UTR inh: 5' untranslated region of α-synuclein, MLPCN primary screen; alpha-synuclein 5'UTR reporter, inhibitor activity; inhibition, % (tested at 7.5 µM); 0.82% of 300,000 active; AID 1813; in the data active = inhibition above about 60%;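 note: H4 neuroglioblastoma cells stably carrying SNCA 5'UTR luciferase fusion; 0% = DMSO wells and 100% = positive control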
HSF-1 act: increases HSF-1 driven luciferase reporter signal. NIH3T3-HGL HSF-1 luciferase reporter, MG132, 8 h; 100% = twice DMSO control signal. 1.7% of 300,000 active. activation, % at 9 µM;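 active = mean replicate activation of at least 50% with a set share of replicates each reaching 50%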;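 note: 0% = median of the neutral control wells and 100% = twice that signal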
An asterisk follows results filed as active; · = no result given.

SMILES	KLF5 inhibitor	IEC-6 cytotox	HSF1 inhib	GSK3B inh	DYRK1A inh	HSP90 refold inh	Platelet DG rel	GSK3A inh	aSyn UTR inh	HSF-1 act
C/C(=N\NC(=O)CC#N)c1ccc(Oc2ccccc2)cc1	-6.3	-1.2	4.1	1.9	-5.2	-1.5	-0.6	-0.5	32.5	-7.3
CC(=O)c1cccc(NC(=O)C(=O)c2cn(CC(=O)N3CCCCC3)c3ccccc23)c1	-0.8	8.3	4.1	-0.4	·	1.4	3.4	-1.7	-43.2	22.3
O=C(CCl)NN1C(=O)NC(c2ccccc2)(c2ccccc2)C1=O	9.2	8.2	4.3	1.0	1.3	5.1	-4.3	-2.9	-85.7	3.6
N#CCCN(C(=O)COC(=O)c1ccc2c(=O)n3c(nc2c1)CCC3)c1ccc(F)cc1	-12.9	-3.7	-5.4	2.5	-6.2	-1.1	3.8	-4.1	-4.7	-2.7
O=C1c2ccccc2C(=O)N1CCCCN(C(=O)c1cc2ccccc2oc1=O)c1ccc(F)cc1F	-1.7	-8.7	·	-2.4	-0.7	-0.6	7.0	-2.0	34.3	·
Cc1nc(N)ncc1C(=O)Nc1ccccc1	-0.5	-0.3	0.7	-0.9	-4.5	1.3	4.7	-3.2	-3.4	11.3
COc1ccc(S(=O)(=O)N(CC(=O)N2CCN(C)CC2)c2ccccc2)cc1OC	-1.3	0.9	-3.4	-1.1	-5.9	0.3	-6.3	-0.5	1.7	-14.8
CCCCCC1CC(CC(=O)NC(=S)Nc2ccccc2Cl)C(=O)O1 (stereo not drawn)	-14.9	-4.2	6.4	-2.3	0.4	5.5	-0.1	0.4	-10.1	6.3
COc1ccc2nc(NC(=O)C(NS(=O)(=O)c3cccs3)C(C)C)sc2c1 (stereo not drawn)	-12.5	-1.2	7.5	0.3	-0.3	5.9	0.6	-0.3	22.2	15.2
COc1ccc(N(CC(=O)NCCSCc2ccccc2Cl)S(C)(=O)=O)cc1Cl	-3.4	1.9	1.6	2.0	·	4.4	1.4	-0.2	23.0	28.7
O=C(Nc1nc(-c2cc(F)ccc2F)cs1)c1ccccn1	-33.6	11.4	6.9	1.0	-5.2	-2.0	-15.5	-1.8	-115.1	-1.5
Cc1occc1-c1nnc(SCC(=O)Nc2nc(-c3ccccc3)cs2)o1	-41.5	-2.7	5.3	2.0	3.0	0.9	-5.9	-4.8	-31.2	15.3
O=C(CC(C(=O)O)C1CCCO1)NCCc1ccc2c(c1)OCO2 (stereo not drawn)	-11.1	7.2	-0.6	2.1	-0.3	1.1	1.2	-2.3	0.0	4.2
CC12CCC(=O)N1C(C(=O)NNC(=O)c1ccccc1)CS2 (stereo not drawn)	·	·	-3.7	2.3	12.5	·	-14.5	-2.5	-5.4	8.7
CCCCCCSc1nnc(-c2cnn(-c3ccccc3)c2-n2cccc2)n1C	-1.1	-0.4	2.4	-4.2	1.9	7.5	9.4	-0.1	14.2	-1.1
CC(C)(C)c1nn2cnnc2n(/N=C/c2cccc3ccccc23)c1=O	-24.0	-1.5	-15.2	0.9	10.6	1.3	-6.0	-0.1	-2.2	-7.2
O=S(=O)(c1ccccc1)c1nc(-c2ccccc2)oc1N1CCCCC1	-2.3	6.7	1.1	-0.4	-0.4	1.1	-1.9	-5.7	12.1	-13.8
CS(=O)(=O)c1ccc(Cl)c(NC(=O)c2cccc(-n3cnnn3)c2)c1	·	·	-8.0	-1.8	8.1	·	2.5	-0.4	21.2	-23.8
CC1CCN(C(=O)/C=C/c2ccc(C(C)(C)C)cc2)CC1	-2.8	6.0	1.8	-0.3	·	-2.6	-0.9	-3.8	-47.8	24.8
CCn1cc(C2=NOC(C(=O)O)C2)c(C)n1 (stereo not drawn)	-27.5	-1.9	-3.1	-3.6	-3.8	-4.2	-1.7	-1.9	-7.6	0.6
Cc1c(NC(=O)CSCc2c(F)cccc2Cl)c(=O)n(-c2ccccc2)n1C	13.3	-0.7	4.4	2.6	·	3.4	15.0	2.5	0.1	-5.8
c1ccc(CCNc2nc(-c3ccccn3)cs2)cc1	-166.8	6.9	32.3	0.5	-4.9	0.0	-4.4	-0.5	-157.7	53.5*
COc1ccc(-c2cc3ccccc3n2CC(O)Cn2nc(C)cc2C)cc1 (stereo not drawn)	-37.8	3.7	5.5	0.8	0.3	6.7	-2.3	-0.4	22.0	36.2
Cc1ccc(Oc2nc(-c3ccccc3)ncc2S(C)(=O)=O)cc1	-9.2	-1.8	-7.0	0.7	0.6	0.5	1.0	-1.5	35.9	-4.3
CCC(C)(C)NC(=O)c1cc([N+](=O)[O-])ccc1N1CCOCC1	-6.3	-2.1	-5.9	1.4	0.8	1.5	-1.7	·	-10.5	-5.2

The list goes on; it opens with the three that closed the last part.
SMILES	KLF5 inhibitor	IEC-6 cytotox	HSF1 inhib	GSK3B inh	DYRK1A inh	HSP90 refold inh	Platelet DG rel	GSK3A inh	aSyn UTR inh	HSF-1 act
COc1ccc(-c2cc3ccccc3n2CC(O)Cn2nc(C)cc2C)cc1 (stereo not drawn)	-37.8	3.7	5.5	0.8	0.3	6.7	-2.3	-0.4	22.0	36.2
Cc1ccc(Oc2nc(-c3ccccc3)ncc2S(C)(=O)=O)cc1	-9.2	-1.8	-7.0	0.7	0.6	0.5	1.0	-1.5	35.9	-4.3
CCC(C)(C)NC(=O)c1cc([N+](=O)[O-])ccc1N1CCOCC1	-6.3	-2.1	-5.9	1.4	0.8	1.5	-1.7	·	-10.5	-5.2
Cc1ccnc(NC(=O)CCC(=O)c2cc(C)sc2C)c1	·	·	-1.7	-5.1	-0.3	·	-8.6	0.1	1.7	-5.2
CCOc1ccc(CCNC(=O)COC(=O)Cc2ccc(F)cc2)cc1OCC	·	·	-4.2	3.9	14.1	·	-4.4	2.6	-10.0	-3.2
O=C(NC(=S)NCC1CCCO1)c1ccccc1[N+](=O)[O-] (stereo not drawn)	-7.3	-5.8	0.0	4.3	0.6	4.6	4.7	0.0	-25.6	23.4
N#Cc1ccccc1-n1c(N)c(C(=O)N2CCCC2)sc1=S	-9.1	-8.2	·	2.9	4.0	-4.5	-6.1	5.2	·	·
Cc1ccc(-c2cc(C(=O)O)n(-c3ccc(S(N)(=O)=O)cc3)n2)cc1	-1.8	3.7	-6.0	5.1	-5.5	-1.0	0.5	-3.9	5.5	-12.2
CCOC(=O)C1(CC2CCCCO2)CCN(Cc2c(C)cc(C)cc2-n2cccn2)CC1 (stereo not drawn)	-10.6	0.9	-6.8	1.9	-4.5	0.4	-0.8	-2.1	4.6	-16.4
CN(C)/C=C1\Oc2ccc3ccccc3c2C1=O	1.3	2.7	-3.5	1.2	6.8	1.9	4.4	1.7	-116.1	-8.4
COc1ccc(SCCCn2c(=O)c3c(ncn3C)n(C)c2=O)cc1	-17.4	4.7	0.2	2.4	-2.1	4.3	-17.3	-1.9	5.7	7.8
O=c1cc(-c2ccccc2)nc(Sc2ccc([N+](=O)[O-])cc2[N+](=O)[O-])[nH]1	·	·	13.4	0.5	7.0	·	5.0	-1.1	-25.7	28.8
O=C(NNc1cc(N2CCOCC2)nc(N2CCOCC2)n1)c1ccc([N+](=O)[O-])cc1	16.4	1.3	0.3	0.3	2.6	8.6	4.0	·	-16.3	12.2
COCCC(=O)N1CCCC(CNS(=O)(=O)c2ccc(OC)cc2)C1 (stereo not drawn)	4.6	7.0	-1.8	2.2	2.4	-3.3	7.8	-1.2	-13.4	-6.3
O=C(CNC(=O)c1ccccc1F)OCC(=O)N1CCCCC1	-1.1	-7.8	-3.6	-1.7	-2.6	1.9	3.6	-0.2	1.5	0.1
CCN(CC)CCOC(=O)c1ccc(NC(=O)CCCN2C(=O)/C(=C/c3cccs3)SC2=S)cc1	2.1	-5.6	6.5	0.6	5.2	2.0	-3.0	-0.5	16.2	0.3
CN(CCCN1CCOCC1)C(=O)c1cc(COc2ccc(F)cc2F)on1	-45.0	-1.7	-2.0	-2.2	1.7	2.8	-1.4	-2.2	-1.3	-1.1
COc1cc2[nH]c(=S)n(Cc3cccs3)c(=O)c2cc1OC	2.6	-0.3	17.5	0.7	-3.9	0.9	0.0	0.9	15.1	12.2
COc1ccc(NC2=Nc3cccc4cccc2c34)cc1	-34.2	-0.4	19.7	-2.2	5.8	-5.4	-14.2	0.9	-33.9	27.8
COc1cc([N+](=O)[O-])cc(/C=N/NC(=O)c2cc(C)nc3ccccc23)c1O	-5.0	-1.4	-4.5	2.1	·	-4.2	-14.2	-1.1	-0.5	-3.5
CCc1ccc(C(=O)c2cc3ccc(O)cc3oc2=O)cc1	-79.2	1.9	-2.9	2.0	6.0	-0.7	4.9	0.4	-106.4	-9.2
CCc1ccccc1NC(=S)N(CCCN(C)C)Cc1cc2cc3c(cc2[nH]c1=O)OCO3	-8.5	-2.8	2.7	-0.7	-3.3	-2.7	-2.9	3.5	13.3	4.8
CCOC(=O)c1sc(Nc2ccc(Br)cc2)nc1C	-81.9	-6.9	8.8	-0.8	7.5	-1.8	12.8	2.6	-55.8	32.4
O=C(CN1C(=O)c2ccccc2C1=O)OCC(=O)N1CCc2ccccc2C1	-16.0	4.3	-4.8	2.6	7.7	1.9	-12.4	-0.7	16.3	6.6
COc1ccc(N2CCN(C(=O)COc3ccc(S(=O)(=O)N4CCOCC4)cc3C)CC2)cc1	-28.0	-8.0	-7.5	-3.6	-5.5	-2.3	7.6	-0.6	-11.5	-11.5
O=C1c2ccccc2-c2c1cccc2C(=O)N1CCCCC1	-14.7	-1.4	-3.1	0.2	4.2	-1.6	43.5	-0.3	1.2	-4.7
C[C@@]12C(=O)N(c3cccc(Br)c3)C(=O)N1[C@H](c1ccc(Cl)cc1)[C@@H]1C(=O)N(C3CCCCC3)C(=O)[C@@H]12	6.7	0.0	2.0	0.5	1.1	5.6	-2.5	-0.1	22.0	13.4
Cc1c(C=O)c2ccccn2c1C(=O)c1cccs1	-19.2	-6.2	-19.2	3.9	·	4.2	1.2	11.7	14.4	-25.4
Additional entries follow:
SMILES	KLF5 inhibitor	IEC-6 cytotox	HSF1 inhib	GSK3B inh	DYRK1A inh	HSP90 refold inh	Platelet DG rel	GSK3A inh	aSyn UTR inh	HSF-1 act
COc1ccc(C(=O)NC2CCN(C(=O)Nc3ccc(F)cc3)CC2)cc1	3.2	2.3	-4.9	1.4	0.8	-3.5	-0.9	0.9	20.3	-13.6
CC(C)NS(=O)(=O)c1ccc(OCC(=O)NCc2ccccc2)cc1	-27.7	-3.3	0.1	0.6	-16.2	4.1	-0.1	-1.0	5.5	7.2
CC(=O)Nc1cccc(-c2csc(NCc3ccco3)n2)c1	-9.1	2.8	-4.1	-3.2	8.6	2.2	1.7	-1.2	-38.7	10.7
CC(=O)NC/C(C)=N\Nc1ccc([N+](=O)[O-])cc1	32.1	9.9	4.2	0.8	2.9	3.3	-1.5	-4.1	-19.1	-8.6
O=C(CSc1nnc(COc2ccccc2)o1)N1CCCCC1	14.9	-3.2	-0.3	0.6	-3.3	0.5	4.3	-1.7	10.1	-13.4
O=C(NCc1c(Cl)cccc1Oc1ccccc1)c1ccccc1	-12.3	-0.9	-3.5	-1.8	·	0.6	-2.0	-2.8	-1.7	-1.0
CCC1=Nc2cc(C(=O)N3CCCCC3)ccc2Sc2ccc(C)cc21	-19.5	2.4	3.5	-0.5	3.2	-1.6	4.6	0.0	10.6	2.7

This is a subset, so the mix of outcomes need not match the whole.
